miR-122 sensor: miR-122 Renilla sensor signal increase in Huh7, primary screen, miR-122 inhibitor project, cell-based, single point, plate reader; 340,000 tested, 0.3% active; Huh7 miR-122 Renilla luciferase sensor, 48 h; neutral wells = 0, positive control = 100; AID 602342, 2012; activation (reporter increase), % at 12.5 µM;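 active means mean replicate activation score at least 90 and every replicate individually at or above 90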;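 further: higher luciferase means less miR-122 activity so hits act as miR-122 inhibitors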
PGC1a acetyl inh: inhibitors of PGC1a acetylation signal, primary screen, cell-based, U2OS, AlphaScreen, inhibitor mode. inhibition, % at 15.6 µM. AlphaScreen anti-acetyl-lysine; with virally co-expressed GCN5 acetyltransferase. 350,000 tested, 0.17% active;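 active means every replicate shows inhibition of at least 40%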;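 further: 0% = neutral control wells and 100% = positive control wells; some results beyond the cut were filed as inactive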
Cneo AK release: Cryptococcus neoformans cell lysis inducers, primary screen, AK release luminescence, single concentration | lysis activity, % at 15 µM | AID 651654, 2012 | C. neoformans lysis, adenylate kinase release luminescence, 4 h; normalised: neutral wells 0, clomiphene wells 100 | 360,000 tested, 0.2% active;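 active means mean lysis activity across replicates of at least 80%, whatever share of replicates individually reach that level; inactive means mean lysis activity below 80%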
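Test system: log-phase Cryptococcus neoformans yeast cells. Input: 5 × 10^6 yeast cells/mL. Medium: fresh YPD growth medium. Doses: single dose. Incubation: static 4 h at 37 °C with compound, 1 h detection. Measured by: luminescent adenylate kinase detection reagent. Read-out: signal increase indicating cell lysis. Benchmarks: Clomiphene.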
Numbers without * were called inactive.

SMILES	miR-122 sensor	PGC1a acetyl inh	Cneo AK release
COc1ccc(CC(NC(C)=O)C(=O)NC2CCN(S(=O)(=O)c3cccc4ccccc34)CC2)cc1OC (stereo not drawn)	4	1	0
CCCNC(=O)NC(C(=O)OC)C12CC3CC(CC(C3)C1)C2 (stereo not drawn)	-5	2	-1
CCCOc1ccccc1N/C(=N/c1nc(C)cc(C)n1)NC(=O)Nc1ccc(Cl)cc1	1	4	2
Cc1ccc(OCC(=O)N/N=C/c2ccc([N+](=O)[O-])o2)cc1	3	-84	1
CCc1cccc(NC(=O)c2cccc3c2C(=O)N(C2CCCCC2)C3)c1	-7	-3	-1
COc1ccc(Oc2nnc(-c3ccc(C)cc3)c3ccccc23)cc1	-2	6	1
CN(C)c1ccnc2sc(C(=O)NCc3ccccc3)c(N)c12	1	3	-5
CCn1cc(C(=O)NC(=S)Nc2cccc(O)c2)cn1	5	-9	6
O=C(c1ccc2c(c1)C(=O)N(c1ccc(Cl)cc1)C2=O)N1CCN(c2ccccn2)CC1	-2	7	-2
CCOC(=O)c1ccc(NC(=O)NC2CC3CCC(C2)N3Cc2nnnn2Cc2ccco2)cc1 (stereo not drawn)	-1	-1	-12
Cc1c(C(c2cccc([N+](=O)[O-])c2O)c2c(C)n(C)n(-c3ccccc3)c2=O)c(=O)n(-c2ccccc2)n1C	-1	7	2
COCCNC(=O)c1cccc(OC2CCN(Cc3ccccc3OCCO)CC2)c1	-4	-13	0
CCOC(=O)CSc1ncnc2c1sc1nc(N3CCOCC3)c3c(c12)CCCC3	1	-11	0
CCOC(=O)c1ccc2c(c1)nc(SCc1cn3ccsc3n1)n2CC	-4	3	2
C=CCn1c(C(CCC(C)C)CC(C)(C)O)n[nH]c1=S (stereo not drawn)	-4	-19	2
COc1ccc(Cl)cc1S(=O)(=O)N1CCN(C(=O)c2cc(OC)c(OC)c(OC)c2)CC1	3	-13	5
Cc1ccccc1N(CC(=O)NC1CCCC1)C(=O)c1oc(C(C)(C)C)cc1C	16	-23	0
CC(C)CN1C(=O)c2ccc(C(=O)Nc3nccs3)cc2C1=O	-4	2	5
CCN1C(=O)N(CN2CCOCC2)C2C1N(CN1CCOCC1)C(=O)N2CC (stereo not drawn)	-7	3	0
Cc1ccc(OC(=O)Cn2c(C(F)(F)F)nc3ccccc32)cc1	-3	0	0
CN1CCN(C(=S)Nc2ccccc2Cl)CC1	-4	-10	0
CCCc1nc2sc3c(c2c(=O)n1NC(=O)CCCl)CCCC3	-6	20	-1
Cc1cc(C(C)(C)C)ccc1OCCN(C)C	-7	3	0
Cc1csc(SCC(=O)Nc2c(C)n(C)n(-c3ccccc3)c2=O)n1	-2	-8	1
COc1ccc(S(=O)(=O)Nc2cc(C)on2)cc1OC	0	-2	-1
CCC(C)NS(=O)(=O)c1cccs1 (stereo not drawn)	-5	-38	-5
C=C/C(C)=C/C[C@H]1C(=C)CCC2[C@](C)(C(=O)O)CCC[C@@]21C (stereo partly drawn)	-26	8	2
Cc1ccc(Cl)cc1N1CCN(C(=O)CCC(=O)O)CC1	-9	-11	1
CC(=O)c1ccc(-n2c(-c3cc(-c4ccco4)[nH]n3)n[nH]c2=S)cc1	-9	2	2
Cc1cc(NC(=O)CCC(=O)N(CC2CCCO2)C(C(=O)NC2CCCC2)c2ccccc2C)no1 (stereo not drawn)	-8	-17	-1

Continued (six carried over from the part before).
SMILES	miR-122 sensor	PGC1a acetyl inh	Cneo AK release
COc1ccc(S(=O)(=O)Nc2cc(C)on2)cc1OC	0	-2	-1
CCC(C)NS(=O)(=O)c1cccs1 (stereo not drawn)	-5	-38	-5
C=C/C(C)=C/C[C@H]1C(=C)CCC2[C@](C)(C(=O)O)CCC[C@@]21C (stereo partly drawn)	-26	8	2
Cc1ccc(Cl)cc1N1CCN(C(=O)CCC(=O)O)CC1	-9	-11	1
CC(=O)c1ccc(-n2c(-c3cc(-c4ccco4)[nH]n3)n[nH]c2=S)cc1	-9	2	2
Cc1cc(NC(=O)CCC(=O)N(CC2CCCO2)C(C(=O)NC2CCCC2)c2ccccc2C)no1 (stereo not drawn)	-8	-17	-1
Cn1nnnc1SCc1ccc(C(=O)Nc2nccs2)cc1	1	-2	2
On1cnnc1-c1ccccc1	-3	6	0
C=CCn1c(SCC(=O)c2cc(C)n(CCOC)c2C)nc2sc(C)c(C)c2c1=O	-1	12	0
CC(=O)Nc1ccc2c(c1)nc1n2CCSC1	3	11	2
CN1CCN(c2nc(Nc3cccc(C(F)(F)F)c3)nc(N3CCOCC3)n2)CC1	-7	-38	2
C=CCOC(=O)C1=C(C)N(C)C(=O)NC1c1cc2c(cc1Br)OCO2 (stereo not drawn)	0	-3	9
Cc1nnc(C)n1/N=C/c1cc(Br)ccc1O	-2	10	0
O=C(O)C1CCN1C1CCCCC1 (stereo not drawn)	-1	-1	-1
c1ccc(Cc2nnc3sc(-c4ccc5c(c4)OCO5)nn23)cc1	5	15	-2
CC1(C)Oc2ccc(C(=O)N3CCCC3)cc2N(CC(=O)NCc2ccccc2)C1=O	-4	8	-3
CCCCCCC(=O)NN1CCN(C)CC1	3	17	-1
Cc1cccc(OCC(=O)N(C)CCc2ccccn2)c1	-4	8	0
O=C(c1cc(-n2cnnc2)ccc1Cl)N1CCN(c2nc(-c3ccccc3)cs2)CC1	-12	-22	1
Cn1c(CO)cnc1SCc1ccccc1	-2	-2	1
CCN(c1ccc(OC)cc1)S(=O)(=O)c1nnc(NC(=O)c2ccc(C)cc2)s1	-3	-14	0
O=C(c1ccc(Cl)s1)N1CCCC1	-7	4	0
FCCCOc1ccc(/C=N/OCc2c(Cl)cccc2Cl)cc1	-1	-10	-3
CC1CC(C)CN(C(=O)C2CCCN(S(=O)(=O)c3cccc4nonc34)C2)C1 (stereo not drawn)	-9	-17	-2
COc1cc(S(=O)(=O)NCc2ccccc2)ccc1F	41	-12	2
Cc1cc(C)n2nc3ccccc3c2n1	-11	-3	1
O=C(CCC1CCCC1)N1CCN(C(=O)c2ccco2)CC1	0	-2	1
O=C(Nc1cccc(-c2nnc(-c3ccccc3)o2)c1)c1ccco1	4	8	-1
COC(=O)/C=C/CSC1=N/C(=C/c2ccc(-n3cncn3)cc2)C(=O)N1	-4	-6	-1
Cc1ccc(C(=O)CN(C(=O)c2ccc(Cl)cc2)N2C(=O)c3ccccc3C2=O)cc1	1	8	-1
CC1C2C(c3ccccc3)N(C)C(=O)N(C)C2N(C)C(=O)N1C (stereo not drawn)	2	6	0
CCN(CC)CCCN1C(=O)C(O)=C(C(=O)c2ccco2)C1c1ccc(OC(C)C)cc1 (stereo not drawn)	-4	3	-1
CC(C/C=N/NC(=O)COc1cc(Cl)ccc1Cl)c1ccccc1 (stereo not drawn)	-3	13	0
C[C@@H]1NC(=O)c2cc([N+](=O)[O-])cc(I)c2OCC[C@@H](C(N)=O)NC(=O)[C@H](CCCCN)NC1=O	-1	-3	-1
O=C(COC(=O)C1COc2ccccc2O1)Nc1ccc2c(c1)CCC2 (stereo not drawn)	2	2	3
Cc1ccnc(NC(=O)CCC2COc3ccccc3O2)c1 (stereo not drawn)	-5	-3	1
Cc1cccc(-c2cc(C(=O)Nc3sc(C)c(C)c3C(N)=O)c3ccccc3n2)c1	-1	-8	2
CCOC(=O)c1[nH]c(C)c(C(=O)NCc2ccc(Cl)cc2)c1C	-1	-19	1
COc1ccccc1CNC(=O)COC(=O)c1ccc(NC(N)=O)cc1	5	4	1
CCOC(=O)Nc1ccc2c(c1)N(C(=O)CCN1CCN(C)CC1)c1ccccc1S2	6	22	1
CCn1c(COc2ccc(Cl)cc2)nnc1SCC(=O)Nc1ccc2c(c1)OCCO2	0	-2	0
CC(C)(C)NCC(O)(c1ccc(Cl)cc1)c1ccc(Cl)cc1	2	0	2
c1ccc(C(Cc2nc(-c3ccccn3)no2)c2ccccc2)cc1	-2	-32	-2
O=C(COC(=O)CCOc1ccccc1)NCc1ccco1	-8	-6	0
O=C(c1ccccc1-c1nc(-c2ccc(F)cc2)no1)N1CCCC1	1	-31	2
COc1cc(OC)cc(C(=O)NCC(=O)OC2CCOC2=O)c1 (stereo not drawn)	17	-2	-8
CC(C)Nc1nc(N(c2ccccc2)c2ccccc2)nc(-n2ccnc2)n1	-5	-5	6
COC(=O)[C@H](CCSC)NC(=O)Nc1ccc(OC)c(Cl)c1	-6	39	0
CN(C(=O)CSc1nnc(-c2ccco2)o1)C1CCCCC1	-10	-10	0
COC1(c2cc(-c3ccccc3)nc(N)n2)CCCCC1	-1	-4	-2
CCOC(=O)C1=C(NC(=S)NC(=O)c2ccccc2)c2ccccc2CC1C(C)C (stereo not drawn)	-1	-24	2
O=c1cccc(-c2ccc(Br)cc2)o1	-3	11	-1
CCOC(=O)c1ccc2ncc(C(=O)OCC)c(NCc3ccco3)c2c1	-6	-14	3
CSc1nnc(C)c(/C=C/Nc2ccc(F)cc2)n1	3	-7	-1
C=CCn1c(=O)/c(=C\c2ccsc2)s/c1=C(/C#N)C(=O)NCCN1CCOCC1	2	-2	0
CCOc1cc(/C=N/NC(=O)c2ccncc2)ccc1OC(=O)c1ccc([N+](=O)[O-])cc1	4	-13	-3

(listing goes on)
SMILES	miR-122 sensor	PGC1a acetyl inh	Cneo AK release
Cc1ccsc1/C=C1\SC(N2CCOCC2)=NC1=O	1	15	-3
O=C1c2ccccc2C(=O)N1CC(O)CN1CCOCC1 (stereo not drawn)	4	7	0
CCC1CCCCN1c1cc(C)nc2cc(-c3cccc(C)c3)nn12 (stereo not drawn)	-3	21	15
CCCNC(=O)Cn1cccc1C(=O)c1ccccc1	-2	-5	1
COc1ccc(OC)c(NC(=O)c2cc3sccc3n2C)c1	-2	3	-3
COc1cc(OC)cc(C(=O)NCCCN2CCOCC2)c1	-1	14	-5
COc1ccccc1NC(=O)CSc1nnnn1C	2	6	0
Cc1nn(Cc2ccccc2)c2c1C(c1ccco1)C(C#N)=C(N)O2 (stereo not drawn)	0	2	0
C=C(C)c1ccc(C(C)(C)NC(=O)N2CCN(C)CC2)cc1	0	0	2
CCC(=O)Nc1nc(C)nc(C)c1C(C)=O	0	5	2

An excerpt from above in order of count of non-hydrogen atoms, highest first:
SMILES	miR-122 sensor	PGC1a acetyl inh	Cneo AK release
C=C(C)c1ccc(C(C)(C)NC(=O)N2CCN(C)CC2)cc1	0	0	2
CCCNC(=O)Cn1cccc1C(=O)c1ccccc1	-2	-5	1
Cc1ccsc1/C=C1\SC(N2CCOCC2)=NC1=O	1	15	-3

Following part:
SMILES	miR-122 sensor	PGC1a acetyl inh	Cneo AK release
CCOC(=O)Cc1csc(NS(=O)(=O)c2ccccc2)n1	-3	-2	0
Cn1c(Cl)c(C(=O)Nc2ccc(Cl)cc2)c2ccccc21	10	3	1
CC(=O)Nc1ccc(NC(=O)c2sc3nc4c(c(-c5ccc(C)cc5)c3c2N)CCC4)cc1	-8	8	1
COc1ccc(OC)c(C(=O)COC(=O)c2ccc(C)o2)c1	-11	12	-1
C=CCN(C(=O)CSc1nc2[nH]ncc2c(=O)n1-c1ccccc1OC)c1ccccc1	-3	-4	-2
c1ccc2c(c1)oc1c(NCCCn3ccnc3)ncnc12	-2	-6	-4
CCCC(=O)N(CCN1CCOCC1)c1nc2c(C)cccc2s1	7	-7	0
CN(Cc1ccccc1)S(=O)(=O)c1ccc(C(=O)Nc2nnc(C3CC3)o2)cc1	4	-4	-1
CCn1ncc(C(=O)Nc2cc(C)on2)c1C	-4	-12	3
COc1ccc2cnn(CCOc3ccccc3)c(=O)c2c1OC	-5	0	-7
CCNC(=O)CC1C(=O)N(c2cccc(OC)c2)C(=O)N1CCOC (stereo not drawn)	-6	1	2
CSc1nc2ccc3nc(NC(=O)c4cccs4)sc3c2s1	3	6	5

Source: PubChem BioAssay

Only part of the results is shown; the hit share may differ from the screen's.
